Screens deposited in PubChem by several laboratories.
IDE act = boosts human insulin-degrading enzyme activity in HEK cells; P14735; FAbeta-B cleavage, fluorescence polarization; 0% vehicle, 100% cell-free pure enzyme wells; activation, % at 5.96 µM; 340,000 tested, 0.073% active;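 active = activation above the mean of all tested compounds plus 3 SD, set per screening campaign, cut at about 17% in these data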
NS3 helicase inh = inhibitors of Hepatitis C virus NS3 helicase; NS3 helicase DNA unwinding, Cy5 molecular beacon fluorescence; inhibition, % at 10.9 µM; 290,000 tested, 0.56% active; AID 1800;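 active = inhibition above the mean of all tested compounds plus 3 SD, set per campaign, cut at about 35% in these data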;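 note: 0% = DMSO wells and 100% = thioflavine S control wells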
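Test system: hepatitis C virus NS3 helicase domain fragment enzyme. Also added: annealed dual-labelled DNA beacon duplex, ATP-started. Timing: 60 min unwinding reaction at 25 °C after ATP addition. Technique: Cy5 fluorescence. Measure: % inhibition of unwinding.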
M18AAP inhibitor = PfM18AAP enzyme inhibition; 290,000 tested, 1.2% active; inhibition, % at 7.35 µM; recombinant PfM18AAP, H-Glu-NHMec fluorogenic cleavage;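 active = inhibition above the campaign mean inhibition over all tested compounds plus 3 SD, cut at about 28% in these data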;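 note: 0% = plate median of test compound wells and 100% = 2 mM ZnCl2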
IDE cell inh = inhibits human insulin-degrading enzyme in HEK cells; P14735; FAbetaB cleavage, fluorescence polarization; inhibition, % at 5.59 µM; 320,000 tested, 0.41% active;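 active = percent inhibition above the average of all tested compounds plus 3 SD, set per screening campaign, cut at about 16% in these data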;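 note: IDE supplied by intact live HEK cells; FP after avidin binding of uncleaved biotin substrate so inhibition keeps polarization high; 0% = DMSO wells and 100% = 60 µM reference IDE inhibitor Ii1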
VIM-2 inhibitor = blocks Pseudomonas aeruginosa VIM-2 metallo-beta-lactamase; purified VIM-2, nitrocefin hydrolysis, epi-absorbance fluorescence; inhibition, % at 5.6 µM; 290,000 tested, 0.89% active; AID 1527;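 active = inhibition above the mean of all tested compounds plus 3 SD, cutoff set per screening run, cut at about 7.5% in these data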;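 note: red hydrolysis product quenches plate fluorescence so inhibitors raise well fluorescence; 0% = enzyme with DMSO and 100% = DMSO without enzyme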
SUMO HTRF inh = SUMOylation inhibition; HTRF SUMOylation assay, SAE1/SAE2 + UBC9, in vitro; inhibition, % at 35 µM; P63279; 290,000 tested, 0.36% active; in the data active = inhibition above about 50%, passing the limit was not always enough; note: strong numbers were not always called active
Target sequence (P63279 whole entry, looked up): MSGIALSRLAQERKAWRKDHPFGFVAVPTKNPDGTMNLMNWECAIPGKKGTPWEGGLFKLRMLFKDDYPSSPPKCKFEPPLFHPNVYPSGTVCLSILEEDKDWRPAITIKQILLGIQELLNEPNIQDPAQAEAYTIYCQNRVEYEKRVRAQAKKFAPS
pCIP destab = p/CIP protein destabilization; Q05BA5; F442A p/CIP-EGFP cells, EGFP fluorescence, 16 h; decrease of EGFP signal, % at 10 µM; 290,000 tested, 0.01% active; AID 1984;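 active = EGFP signal decrease of at least 30% at 10 µM or well 3 SD below plate mean, unless failing retest; inactive = the rest, including hits failing retest or dose response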; note: some compounds called inactive have numbers as strong as hits; many of its hits are not listed in these tables
IMP-1 inh = inhibitors of Pseudomonas aeruginosa IMP-1 metallo-beta-lactamase | purified IMP-1, nitrocefin hydrolysis, epi-absorbance fluorescence | inhibition, % at 5.6 µM | 290,000 tested, 0.45% active;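 active = inhibition above the mean plus 3 SD of all compounds in the same screening run, cut at about 4.5% in these data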;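 note: 0% = IMP-1 with DMSO and 100% = DMSO wells lacking enzyme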
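System: purified IMP-1 / Input: IMP-1 dispensed at 0.2 nM / Medium: 50 mM HEPES pH 7.1, 50 µM ZnSO4, 0.05% Brij 35 / Timing: 15 min enzyme–compound preincubation, then 25 min nitrocefin reaction, 25 °C / Technique: plate fluorescence quenching by hydrolysis product, ex 480/em 530 nm / Repeats: singlicate testing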
FID counter = displaces DNA intercalator in HCV helicase counter-screen; inhibition, % at 7.9 µM; AID 1845; 290,000 tested, 0.17% active; DNA fluorescent intercalator displacement, fluorescence; in the data active = inhibition above about 37%;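 note: 0% = vehicle and 100% = reference compound; higher means more ethidium bromide displaced from hairpin DNA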
* marks the source's active call; other numbers are inactive results; nt = not tested or not shown.

nr	mol	IDE act	NS3 helicase inh	M18AAP inhibitor	IDE cell inh	VIM-2 inhibitor	SUMO HTRF inh	pCIP destab	IMP-1 inh	FID counter
1	COc1ccc(-c2cn3c(C)c(C(=O)N4CCN(c5ccc(F)cc5)CC4)sc3n2)cc1	3	3	3	1	3.6	-4	0	2.9	2
2	O=C(CN1CCOCC1)Nc1scc(-c2ccccc2)c1C(=O)N1CCOCC1	2	10	-4	8	-1.4	-4	-11	-3.8	-12
3	COc1ccc(-c2nn(-c3ccccc3)cc2/C=N/NC(=O)c2cccc(S(=O)(=O)Nc3ccccc3Cl)c2)cc1	0	6	2	1	-1.8	14	13	-1.9	-6
4	CCCNC(=O)OC[C@H]1O[C@H](CCO/N=C/[C@@H](NS(=O)(=O)c2ccc(C)cc2)[C@H](C)/C=C/CC(=O)OC)C=C[C@@H]1Oc1ccc(OC)cc1	nt	-10	2	nt	-1.2	1	-11	0.2	-48
5	Nc1nnc(CC(=O)N/N=C/c2ccc(-c3ccccc3)o2)s1	0	-4	9	4	-2.6	27	-4	-3.4	-3
6	Cc1ccc(-c2ccnc3nc(Sc4ncc(C(F)(F)F)cc4Cl)nn23)cc1	-5	0	-1	-2	-5.1	-12	-3	-3.3	0
7	O=C(Nc1ccc(Cl)cc1)N1CCN(Cc2ccc3c(c2)OCO3)CC1	2	5	-13	11	-1.0	22	-3	-2.5	-5
8	O=C(COC(=O)CN1C(=O)C(=O)c2ccccc21)OCN1C(=O)c2ccccc2C1=O	0	5	1	5	-1.5	8	-2	0.1	0
9	Cc1ccc(C2=NOC3(CC(=O)N(c4ccccc4)C3=O)C2)cc1 (stereo unspecified)	2	-9	-7	7	-1.4	20	-4	-0.7	-6
10	O=C(OCC(=O)N1CCN(C(=O)c2ccco2)CC1)c1cccc(S(=O)(=O)N2CCc3ccccc32)c1	-5	-14	-10	5	-1.3	9	-6	0.3	-42
11	CCOc1ccccc1NS(=O)(=O)c1ccc(Br)s1	4	-8	-6	-2	-3.4	-8	-16	-1.0	-6
12	CCCn1c(=O)[nH]c(=O)c2c1nc(-c1cc([N+](=O)[O-])ccc1Cl)n2CCOC	5	-5	2	6	-2.4	6	-7	-3.2	-16
13	O=C(NCCCn1ccnc1)c1ccccc1NS(=O)(=O)c1ccc(F)c(F)c1	5	-3	-2	2	-2.7	2	-10	-1.8	3
14	O=C(Nn1cnc2ccccc2c1=O)c1ccc([N+](=O)[O-])cc1Cl	8	-12	-2	-3	-2.2	-13	10	-3.6	2
15	C=CCNC(=O)C1CC2Cn3c(nc4cc5ccccc5cc43)C2N1C (stereo unspecified)	2	nt	nt	0	nt	24	-20	nt	nt
16	Cc1nn(CC(=O)NNC(=O)c2ccccc2F)c([N+](=O)[O-])c1Br	nt	3	5	1	-2.8	-2	-12	-3.7	0
17	CCCCCC(=O)Nc1cccc(C2=NOC3(C2)C[C@H](C(N)=O)N(C(=O)COc2ccc(Cl)cc2)C3)c1 (stereo partly specified)	6	nt	nt	4	nt	-10	-3	nt	nt
18	Cc1ccc(C)c(NC(=S)NCCc2ccc(F)cc2)c1	3	7	3	3	-2.3	-9	3	20*	-8
19	COCCOc1cc(NC(=O)CS(=O)(=O)CC(=O)N(C)C)c(Cl)cc1Cl	3	5	3	4	-2.9	-2	7	-2.4	-6
20	Cc1ccc(S(=O)(=O)N2CCOc3ccccc32)c(C)c1NS(C)(=O)=O	-3	-9	-4	3	-2.4	-13	0	-2.3	-10
21	Cc1ccc(OCCN2CCN(c3ncnc4sc(C)c(C)c34)CC2)cc1	1	-11	5	6	-2.5	-8	-4	-0.9	-6
22	O=C(NC1CCCCC1)c1ccc(-n2cnnn2)cc1	-3	-10	-4	0	-3.2	-16	7	-3.1	-4
23	CS(=O)(=O)c1ccccc1C(=O)Nc1cccc2ncccc12	4	3	-1	-1	-1.0	14	5	-1.2	-6
24	CN(CC(=O)N1CCN(c2ncccn2)CC1)S(=O)(=O)c1ccc(Cl)cc1	2	12	3	4	-2.3	-4	4	-1.6	-9
25	C/C(=N\NC(=O)c1nnn(-c2nonc2N)c1CN(C)C)c1ccco1	0	-4	11	4	-0.9	-6	14	-1.1	-7
26	CCOC(=O)CSCC(=O)Nc1c(C(=O)C2CC2)oc2ccccc12	4	8	4	-3	2.2	18	-9	-1.5	-24
27	Nc1cc(C(=O)OCC(=O)N2CCOCC2)ccc1Cl	-1	-3	-10	-2	0.1	22	0	-2.4	-5
28	Cc1oc2cc3oc(=O)c(CC(=O)N[C@H](C(=O)N[C@@H](C(=O)O)c4ccccc4)C(C)C)c(C)c3cc2c1C	4	-19	-3	10	0.7	22	3	-2.4	-17
29	Cc1nc(NCc2ccco2)[nH]c(=O)c1CCC(C)C	0	-7	-3	4	-1.1	4	-1	-0.9	-3
30	CCOC(=O)c1c(C)[nH]c(C(=O)OCC(=O)Nc2cc(C)ccc2OC)c1C	6	-10	2	-3	0.3	10	-16	-1.9	5
31	COc1ccc(-c2csc3nc(-c4ccccc4F)oc(=O)c23)cc1OC	-4	-3	3	9	1.7	35	-13	-1.9	-36
32	CCOC(=O)c1nc(C)n(-c2cc(OC)c(Cl)cc2Cl)n1	2	0	0	1	-1.1	3	-6	-2.1	-27
33	O=C1CSCC(=O)N1Cc1ccc(Cl)c(Cl)c1	0	11	3	5	1.7	-20	-16	-0.3	-4
34	O=C(CN1CCN(c2cccc(Cl)c2)CC1)c1ccc(O)cc1O	3	-11	2	0	0.0	6	-5	-0.1	-14
35	O=C(COC(=O)C12CC3CC(CC(O)(C3)C1)C2)NCCc1ccc(Cl)cc1	7	4	1	6	-0.6	-10	0	-2.5	-30
36	CCCCNC(=O)c1cn(C)c2ccc(S(=O)(=O)N3CC(C)CC(C)C3)cc2c1=O (stereo unspecified)	5	6	0	-1	-2.0	11	-13	-0.9	-12
37	O=C(O)Cn1cc(C(=S)N2CCOCC2)c2ccccc21	6	5	-6	2	1.6	-4	-4	-0.5	1
38	Cn1cnnc1SCC(=O)N1N=C(c2ccc(Cl)cc2)CC1c1ccco1 (stereo unspecified)	-14	7	-6	14	-0.6	16	-11	-2.0	-6
39	Cc1c(C(=O)NCCSc2ccc(Cl)cc2)cccc1[N+](=O)[O-]	2	-7	4	-2	-1.0	-8	-4	-1.6	-1
40	Cc1ccc(N(C(=O)Cn2nnc(-c3ccccc3F)n2)C(C(=O)NC2CCCC2)c2ccncc2)cc1 (stereo unspecified)	2	9	-1	3	-0.2	19	9	-2.4	-12
41	S=C(NCc1cccs1)Nc1cccc2ccccc12	4	-8	6	-2	-2.7	-4	-4	-2.6	-4
42	CC1(C)CC(N2CCCC2)=CC(=[N+]2CCCCC2)C1	1	4	-18	-4	-0.8	-1	-25	-0.5	2
43	C#CCOCCOCCOCCNc1nc(N2CCN(C(=O)[C@H](CCC(=O)O)n3cc(C(N)Cc4ccc(O)cc4)nn3)CC2)nc(N2CCN(C(=O)[C@H](CCC(=O)O)n3cc(C(N)[C@H](C)CC)nn3)CC2)n1 (stereo partly specified)	-2	-12	16	-3	-0.5	-1	-3	5.2*	-31
44	Cc1cc(C)c(NC(=S)N2CCN(c3ccc([N+](=O)[O-])cn3)CC2)cc1C	1	5	-13	0	-2.0	18	-22	-1.1	-6
45	COc1ccccc1C(=O)N(Cc1sccc1C)C1CCS(=O)(=O)C1 (stereo unspecified)	-1	9	0	7	-2.8	5	-8	-2.2	-20
46	COc1ccccc1-c1coc2c(CN3C(C)CCCC3C)c(O)ccc2c1=O (stereo unspecified)	0	6	4	6	-0.6	23	-4	-0.8	-8
47	O=C(CN1CCOCC1)Nc1nc2cc([N+](=O)[O-])ccc2s1	-4	-10	16	-7	-2.9	10	-13	-1.8	3
48	Cc1nc2cc(Nc3ccncc3)ccc2s1	-1	-1	-5	-2	0.6	12	-8	-2.4	-2
49	O=C(CCN1C(=O)c2cccc3cccc(c23)C1=O)NC1CCS(=O)(=O)C1 (stereo unspecified)	-5	5	-1	-4	0.3	7	4	-1.5	-3
50	COC(=O)/C=C1/S/C(=N/NC(=O)c2ccc(Cl)cc2Cl)NC1=O	nt	21	2	-1	-5.1	19	-12	-2.5	-12

(continued)
nr	mol	IDE act	NS3 helicase inh	M18AAP inhibitor	IDE cell inh	VIM-2 inhibitor	SUMO HTRF inh	pCIP destab	IMP-1 inh	FID counter
51	Cc1ccc(-n2cnc3ncnc(-c4ccccc4)c32)cc1	4	1	-7	3	-1.5	7	-10	-2.7	-15
52	Cc1cccc(NC(=S)NCC(c2cccnc2)N2CCOCC2)c1C (stereo unspecified)	8	-1	-4	-1	-0.2	11	2	-4.5	-3
53	O=C(/C=C/c1ccccc1Cl)Nc1cccnc1	-2	3	2	2	0.4	-1	4	-5.3	-2
54	COc1ccc(CCNC(=O)c2c(C)cc(=O)oc2C)cc1OC	4	0	-11	4	-2.5	0	-4	-0.8	-8
55	Cc1ccc(N2C(=O)C(NC(=O)c3ccccc3)(C(F)(F)F)C3=C2CC(C)(C)CC3=O)cc1 (stereo unspecified)	4	13	1	3	0.3	5	-6	-1.9	-5
56	CCN(CC)CC(=O)Nc1cccc(S(=O)(=O)N2CCCC2)c1	2	-11	-2	0	0.9	-3	-10	-0.4	0
57	O=C(Cn1cc2c(n1)CCCC2)NCCCN1CCN(Cc2ccccc2)CC1	-1	-18	-3	1	-0.5	4	-20	-4.2	3
58	CCOC(=O)CCc1n[nH]c(=O)[nH]c1=O	-1	-1	1	3	-1.8	6	0	-2.6	-3
59	COC(=O)C1=CN(CCOC23CC4CC(CC(C4)C2)C3)C=C(C(=O)OC)C1c1ccsc1	2	-6	4	1	-9.3	-3	-7	-4.8	-28
60	CS(=O)(=O)n1nc(NCc2cccs2)nc1NCc1cccs1	3	-16	1	0	-1.8	2	-3	-1.8	-7
61	CC(=O)COc1ccc2c(C)c(C)c(=O)oc2c1	3	5	-2	-4	3.1	-1	-6	-1.9	3
62	CC1(C)C(c2ccccc2)=[N+]([O-])CN1O	-1	0	-6	-1	0.0	8	-2	-3.4	-1
63	CC(C)Cc1nc(SCC(=O)N2CCCC2)c2c(=O)n(C)c(=O)n(C)c2n1	0	7	-3	-3	1.8	1	1	-0.3	-47
64	Cc1ccc(C2Nc3ccccc3NC3=C2C(=O)OC(C)C3)cc1 (stereo unspecified)	6	-10	-7	1	-0.1	12	-2	0.7	-7
65	C#CCNc1cc(C)nc2ncnn12	2	2	-4	6	1.1	8	-15	-0.4	-2
66	COc1ccc(/C=N/Nc2nncc3ccccc23)c(OC)c1	-2	-10	6	-4	-3.9	-9	-3	0.4	-9
67	Cc1ccc(C(CCNC(C)c2cccs2)c2ccco2)cc1 (stereo unspecified)	2	-36	-6	5	-2.6	-12	-3	-2.7	23
68	O=C1CNC(=O)/C1=C\N1CCN(C(c2ccccc2)c2ccccc2)CC1	0	3	-5	1	-0.4	14	1	-4.0	2
69	CCOc1nc(NC2CCCC2)nc(N2CCC(C)CC2)n1	1	-9	7	6	-1.9	1	-5	-7.9	-32
